High-throughput results: PubChem, several laboratories
ANO1 block – inhibitors of mouse TMEM16A calcium-activated chloride channel. Q8BHY3. HEK293 TMEM16A/YFP iodide influx fluorescence, ionomycin. normalized B-score (activity score, 25-100; higher = stronger inhibition) at 10 µM. 1.2% of 310,000 active. AID 588511;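 active means ratio plate-corrected score three or more library SD toward inhibition, starting fluorescence score within five deviations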;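 further: score derived from kinetic fluorescence span divided by baseline fluorescence per well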
Target sequence (Q8BHY3 whole entry, looked up): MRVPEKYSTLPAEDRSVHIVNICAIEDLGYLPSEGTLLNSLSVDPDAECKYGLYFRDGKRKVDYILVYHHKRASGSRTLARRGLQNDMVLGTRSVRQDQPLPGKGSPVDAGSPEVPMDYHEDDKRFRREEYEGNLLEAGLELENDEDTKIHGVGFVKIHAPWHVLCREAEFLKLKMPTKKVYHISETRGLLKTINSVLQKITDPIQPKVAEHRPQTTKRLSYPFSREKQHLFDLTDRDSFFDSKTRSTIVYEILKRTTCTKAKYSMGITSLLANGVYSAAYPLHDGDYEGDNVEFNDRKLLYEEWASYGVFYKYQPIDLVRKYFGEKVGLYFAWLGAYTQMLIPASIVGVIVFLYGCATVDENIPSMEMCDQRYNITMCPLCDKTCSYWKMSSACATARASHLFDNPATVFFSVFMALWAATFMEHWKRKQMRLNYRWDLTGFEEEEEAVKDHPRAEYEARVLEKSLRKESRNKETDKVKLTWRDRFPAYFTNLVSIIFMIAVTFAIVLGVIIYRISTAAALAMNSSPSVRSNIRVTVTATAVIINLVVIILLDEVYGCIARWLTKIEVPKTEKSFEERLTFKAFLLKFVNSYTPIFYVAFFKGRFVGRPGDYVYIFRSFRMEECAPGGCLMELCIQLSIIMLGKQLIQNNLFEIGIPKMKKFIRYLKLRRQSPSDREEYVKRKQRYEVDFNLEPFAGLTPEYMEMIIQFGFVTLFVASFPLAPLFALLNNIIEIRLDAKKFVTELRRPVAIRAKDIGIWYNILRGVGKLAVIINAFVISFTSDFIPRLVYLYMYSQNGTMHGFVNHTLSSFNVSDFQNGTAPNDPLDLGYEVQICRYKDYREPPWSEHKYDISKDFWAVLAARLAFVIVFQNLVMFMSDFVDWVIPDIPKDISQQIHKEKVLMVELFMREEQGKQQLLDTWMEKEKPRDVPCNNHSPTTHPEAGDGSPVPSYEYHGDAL
TRPC4 agonist – opens the mouse TRPC4 cation channel; B-score at 10 µM; Q9QUQ5; HEK293 TRPC4beta/mu-opioid, Fluo4 calcium fluorescence; stronger effect = higher value; 0.49% of 310,000 active; AID 2237;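 active means B-score above 5 SD of library B-scores, and initial fluorescence ratio not above library mean plus 5 SD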;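 further: positive B-score marks a calcium rise read as TRPC4 activation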
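Assay system: HEK293 cells stably co-expressing mouse TRPC4beta and mu-opioid receptor / Timing: Fluo4 dye loading 45 min at room temperature, 110 s recording / Signal: Fluo4 calcium-sensitive dye fluorescence, kinetic, 1 Hz baseline / Read-out: integrated baseline-normalised fluorescence ratio, converted to per-well B score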
TRPC4 inh – inhibitors of mouse TRPC4 channel. Q9QUQ5. HEK293 TRPC4beta/mu-opioid, DAMGO-evoked Fluo4 calcium flux; stronger effect = lower value. B-score at 10 µM. 0.39% of 300,000 active. AID 2247;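 active means B-score over 3 SD under the library average, no early fluorescence shift, positive overall ratio signal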
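Assay system: Stable TRPC4beta/mu-opioid receptor HEK293 cells | Reagent: DAMGO in two steps, submaximal then maximal | Compound dosing: Single concentration per test compound | Signal: Fluo4 Ca2+ flux fluorescence | Evaluation: Per-well B score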
TRPC6 activator – mouse TRPC6 channel activation; Q61143; HEK293-TRPC6 membrane potential dye fluorescence; stronger effect = higher value; B-score at 10 µM; 0.13% of 310,000 active; AID 2550;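 active means B-score of the integrated fluorescence ratio above library mean plus 3 SD, and starting fluorescence ratio within library mean plus 5 SD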;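 further: higher score means more depolarization so channel activation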
MrgX1 antag – antagonists of human MrgX1 receptor; B-score at 10 µM; MRGX1-HEK293 calcium flux, Fluo-4, BAM8-22 antagonism; stronger effect = lower value; 1.3% of 310,000 active; AID 588676; Q96LB2;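 active means calcium-response B-score plate-corrected more than 3 library SD below zero, starting fluorescence within 5 deviations, no agonist response on first addition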;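 further: peak minus trough fluorescence over baseline after final BAM8-22 challenge near maximal dose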
SKKanGAS inh – inhibitors of SKKanGAS S. pyogenes growth in kanamycin (SK-promoter or general growth effect); inhibition, % at 7.5 µM; BacTiter-Glo, 6 h; 1.3% of 300,000 active;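 active means mean replicate score, as percent of positive control median, at least 50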;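 further: strain carries kanamycin resistance gene driven by streptokinase promoter and grows in 40 µg/ml kanamycin; loss of luminescence reflects streptokinase promoter inhibition or plain growth inhibition; 0% = median of DMSO wells and 100% = positive control at its reference dose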
TRPC4 PAM – allosteric potentiators of mouse TRPC4 channel | B-score at 10 µM | 0.42% of 310,000 active | Q9QUQ5 | HEK293 TRPC4beta/mu-opioid, DAMGO EC20, Fluo-4 Ca2+ flux; stronger effect = higher value;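 active means B-score of calcium response area above 5 SD of library B-scores, with initial fluorescence ratio within 5 SD of library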;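 further: B-score of integrated fluorescence ratio over time as area under calcium response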
ANO1 activ – activators or potentiators of mouse TMEM16A chloride channel. Q8BHY3. HEK293 TMEM16A/YFP-H148Q/I152L, iodide quench fluorescence; stronger effect = lower value. B-score at 10 µM. 0.3% of 340,000 active. AID 623877;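 active means fluorescence-ratio B-score plate-corrected deviation score at least 3 library SD below zero, with starting fluorescence score within 5 deviations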;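 further: channel opened by trigger with iodide after compound preincubation; score built on the fluorescence ratio of max minus min over baseline; more negative score means more quench and so TMEM16A activation or potentiation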
TRPC6 inhibitor – mouse TRPC6 channel inhibition. Q61143. HEK293-TRPC6, membrane potential dye, ACh-evoked depolarization; stronger effect = lower value. B-score at 10 µM. 1.1% of 310,000 active. AID 2553;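 active means B-score under library mean minus 3 SD, initial fluorescence not abnormally high, positive integrated signal ratio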;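 further: B-score derived from integrated fluorescence ratio over the kinetic read; more negative B-score means stronger inhibition of depolarization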
MrgX1 allo act – allosterically activates human MrgX1 receptor signaling. MrgX1-HEK293, Fluo-4 calcium flux, FDSS; stronger effect = higher value. 0.63% of 310,000 active. B-score at 10 µM. Q96LB2. AID 588675;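 active means plate-corrected calcium response at least 3 library SD above typical, normal starting fluorescence, not activating the receptor alone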;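 further: compound read alongside a low EC10 to EC30 dose of BAM8-22 agonist; peak minus trough fluorescence over baseline measured at the second addition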
MrgX1 agonist – activates human MrgX1 receptor signaling; Q96LB2; MrgX1-HEK293 cells, Fluo-4 calcium fluorescence, agonist mode; stronger effect = higher value; B-score at 10 µM; 0.44% of 310,000 active; AID 588627;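 active means calcium response B-score plate-corrected fluorescence ratio at least 3 library SD, with starting fluorescence B-score inside 5 SD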
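Test system: HEK293 cells stably expressing human MrgX1 receptor; Input: fifteen thousand cells per well; Dosing: compound delivered in addition one of three; Schedule: overnight seeding, then 1 h dark dye loading; Technique: Fluo-4 NW calcium fluorescence; Measure: B-scored fluorescence response ratio; Controls: positive and negative controls per plate.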
The depositor's hits bear a star; i = inactive; / = no result given.

SMILES	ANO1 block	TRPC4 agonist	TRPC4 inh	TRPC6 activator	MrgX1 antag	SKKanGAS inh	TRPC4 PAM	ANO1 activ	TRPC6 inhibitor	MrgX1 allo act	MrgX1 agonist
Cc1cc(NC(=O)c2noc3c2CCCC3)n(-c2ccccc2)n1	i	i	i	i	i	0.4	i	i	i	i	i
Cc1ccc(C)c(C(=O)NCc2ccncc2)c1	i	i	i	i	i	2.2	i	i	i	i	i
N#Cc1ccccc1Cn1c(=O)n(C2CCCC2)c(=O)c2ccccc21	i	i	i	i	i	2.0	i	i	i	i	i
CC(C)CNC(=O)c1cccc(NC(=O)c2ccc3c(c2)C(=O)N(C)C3=O)c1	i	i	i	i	i	2.0	i	i	i	i	i
O=C1OC(c2ccccc2)=N/C1=C\C=C\c1ccccc1[N+](=O)[O-]	i	i	i	i	i	-0.9	i	i	i	i	i
CC(=O)N1Cc2cc([N+](=O)[O-])ccc2Oc2ccccc21	i	i	i	i	i	8.2	i	i	i	i	i
Oc1cccc(NC(=S)Nc2cccnc2)c1	i	i	i	i	i	-2.7	i	i	i	i	i
COc1ccc(NC(=O)Nc2ccc3c(c2)N(C)C(=O)CS3)cc1OC	i	i	i	i	i	11.9	i	i	i	i	i
CCCC(=O)NC(c1cccs1)c1cc(Cl)c2cccnc2c1O (configuration not stated)	i	i	i	i	i	/	i	i	i	i	i
O=C(CSc1nnc(-c2ccncc2)o1)Nc1nncs1	i	i	i	i	i	4.2	i	i	i	i	i
O=C(Cc1cccc2ccccc12)Nc1ccc2oc(-c3ccccc3)nc2c1	i	i	i	i	i	26.2	i	i	i	i	i
CCN(CC)S(=O)(=O)c1ccc(C(=O)NN(C)C2=NS(=O)(=O)c3ccccc32)cc1	i	i	i	i	i	3.8	i	i	i	i	i
CCc1cccc(C)c1NC(=O)N(C)C1CCCCC1	i	i	i	i	i	-3.9	i	i	i	i	i
O=C(NCC(c1ccco1)N1CCOCC1)c1ccc(C(F)(F)F)cc1 (configuration not stated)	i	i	i	i	i	-1.6	i	i	i	i	i
O=C(NCc1ccc(F)cc1)C(c1ccccc1)N(C(=O)c1csnn1)c1ccccc1 (configuration not stated)	i	i	i	i	i	5.8	i	i	i	i	i
S=c1[nH]nc(-c2cccs2)n1/N=C/c1c(Cl)cccc1Cl	i	i	i	i	i	62.6*	i	i	i	i	i
Cc1sc2ncnc(N3CCC(C(=O)Nc4cc(Cl)ccc4Cl)CC3)c2c1C	i	i	i	i	i	13.3	i	i	i	i	i
O=C(CSc1ccc(Br)cc1)NC1CCS(=O)(=O)C1 (configuration not stated)	i	i	i	i	i	-10.3	i	i	i	i	i
O=C(CNS(=O)(=O)c1ccc(Br)cc1)N1CCN(Cc2ccccc2)CC1	i	i	i	i	i	0.2	i	i	i	i	i
CCOC(CNC(=O)c1cccc([N+](=O)[O-])c1)OCC	i	i	i	i	i	-2.2	i	i	i	i	i
CCN(CC)S(=O)(=O)c1ccc(N2CCCC2)c(NC(=O)Cc2ccccc2)c1	i	i	i	i	i	0.1	i	i	i	i	i
COC(=O)C1=C(C)N(Cc2ccco2)C(=O)N[C@@H]1c1ccco1	i	i	i	i	i	-2.4	i	i	i	i	i
CN(C(=O)c1cccc(NC(=O)c2ccco2)c1)c1ccccc1	i	i	i	i	i	-3.7	i	i	i	i	i
COc1ccc(Br)cc1CN(C)C(C)C(=O)Nc1cccc(C(C)=O)c1 (configuration not stated)	i	i	i	i	i	-3.7	i	i	i	i	i
C=CCOC(=O)C1=C[C@H](c2ccc(C(F)(F)F)cc2)[C@@H](CCCO)[C@H](OCC)O1	i	i	-5*	i	i	2.8	i	i	i	i	i
(next part)
SMILES	ANO1 block	TRPC4 agonist	TRPC4 inh	TRPC6 activator	MrgX1 antag	SKKanGAS inh	TRPC4 PAM	ANO1 activ	TRPC6 inhibitor	MrgX1 allo act	MrgX1 agonist
O=C1CN(c2nc(-c3ccccc3)c3cc(Cl)ccc3n2)c2ccccc2N1	i	i	i	i	i	12.7	i	i	i	i	i
CCOC(=O)c1c(NC(=O)CCC(=O)N(CC)CC)sc2c1CC(C)(C)OC2	i	i	i	i	i	6.8	i	i	i	i	i
COc1ccc(-c2cc3c(=O)n(CC(=O)NCc4ccc(F)cc4)ncn3n2)cc1	i	i	i	i	i	-4.5	i	i	i	i	i
COc1ccc(NC(=O)NCc2ccc3c(c2)OCO3)cc1	i	i	i	i	i	8.5	i	i	i	i	i
O=C(NCc1cccs1)C1CC(=O)N(c2ccc(Cl)cc2)C1 (configuration not stated)	i	i	i	i	i	-5.1	i	i	i	i	i
COc1cc(OC)cc(-c2n[nH]c(=S)n2-c2cc(OC)ccc2OC)c1	i	i	i	i	i	-0.3	i	i	i	i	i
COc1ccc(C)cc1S(=O)(=O)n1cnc2ccccc21	i	i	i	i	i	1.9	i	i	i	i	i
C[C@H](NCc1c[nH]c2ccccc12)c1ccccc1	i	i	i	i	i	-3.1	i	i	i	i	i
COc1ccc(CNC(=O)c2ccc(-c3ccccc3)cc2)cc1	i	i	i	i	i	0.1	i	i	i	i	i
Cc1cc(C)cc(C(=O)Nc2cccnc2Cl)c1	i	i	i	i	i	-0.4	i	i	i	i	i
COc1ccc(NC(=O)NN(C(=O)c2ccccc2)C(C)(C)C)cc1	i	i	i	i	i	1.1	i	i	i	i	i
CCOC(=O)c1ccc(N2C(=O)CC(NNC(=O)c3ccc(Br)s3)C2=O)cc1 (configuration not stated)	i	i	i	i	i	4.2	i	i	i	i	i
Cc1ccc(C)c(S(=O)(=O)N2CCN(C(=O)Cn3[nH]c(=O)c4ccccc4c3=O)CC2)c1	i	i	i	i	i	0.6	i	i	i	i	i
COc1ccc(CN2CCC(C(=O)N3CCCC(C)C3)CC2)cc1OC (configuration not stated)	i	i	i	i	i	-4.5	i	i	i	i	i
Cc1ccccc1N(CC(=O)NCCSCc1ccco1)S(C)(=O)=O	i	i	i	i	i	-2.0	i	i	i	i	i
O=C(NCc1nc2ccccc2[nH]1)C1=C[C@H](c2ccc(C(F)(F)F)cc2)C[C@H](OCc2ccc(CO)cc2)O1	i	i	i	i	i	38.5	i	i	i	i	i
CCN(Cc1ccccc1)C(=O)c1cc(COc2c(F)cccc2F)on1	i	i	i	i	i	-0.4	i	i	i	i	i
FC(F)(F)c1cccc(Cc2noc(CN3CCCC3)n2)c1	i	i	i	i	i	-5.0	i	i	i	i	i
Cc1cc(C)c(NC(=O)CN(c2ccccc2)S(=O)(=O)N(C)C)c(C)c1	i	i	i	i	i	4.0	i	i	i	i	i
O=C(Nc1ccc(F)cc1)c1nsc(Cl)c1Cl	i	i	i	i	i	1.4	i	i	i	i	i
COC(=O)c1ccccc1NC(=O)CSc1nnnn1CC(=O)O	i	i	i	i	i	0.9	i	i	i	i	i
CN(C)CCCN(C(=O)c1ccc(S(=O)(=O)N2CCCCC2)cc1)c1nc2cc3c(cc2s1)OCO3	i	i	i	i	i	2.1	i	i	i	i	i
N#C/C(=C/c1ccc(N2CCCCC2)cc1)c1cccc(F)c1	i	i	i	i	i	-2.8	i	i	i	i	i
O=C(Oc1ccc2c(c1)OCO2)c1cccs1	i	i	i	i	i	7.9	i	i	i	i	i
Cc1ccc(CNC(=O)C2CCC(=O)N(C3CC3)C2)cc1 (configuration not stated)	i	i	i	i	i	-7.5	i	i	i	i	i
(list continues)
SMILES	ANO1 block	TRPC4 agonist	TRPC4 inh	TRPC6 activator	MrgX1 antag	SKKanGAS inh	TRPC4 PAM	ANO1 activ	TRPC6 inhibitor	MrgX1 allo act	MrgX1 agonist
COc1ccc(C(=O)N(Cc2ccco2)Cc2cc3cc(C)ccc3[nH]c2=O)cc1OC	i	i	i	i	i	-14.9	i	i	i	i	i
CC(=O)c1c(O)c2cccc3c2n(c1=O)CCC3	i	i	i	i	i	2.0	i	i	i	i	i
COc1cc(NC(=O)c2cccnc2)c(Cl)cc1NC(=O)c1ccccc1	i	i	i	i	i	3.9	i	i	i	i	i
O=C1/C(=C/c2ccncc2)SC(=S)N1N1CCOCC1	i	i	i	i	i	2.3	i	i	i	i	i
O=[N+]([O-])c1cc(Cl)ccc1-c1nc(-c2ccccc2)no1	i	i	i	i	i	-2.9	i	i	i	i	i
CSc1ccc(CN2CCN(C3CCCC3)C(CCO)C2)cc1 (configuration not stated)	i	i	i	i	i	-3.0	i	i	i	i	i
O=C(c1cccc(C(F)(F)F)c1)N1CCCCCC1	i	i	i	i	i	3.0	i	i	i	i	i
O=C(CNc1ccc(Br)cc1)c1ccc(Br)s1	i	i	i	i	i	0.8	i	i	i	i	i
Cc1[nH]nc2c1C(c1ccc(F)cc1)C(C#N)=C(N)O2 (configuration not stated)	i	i	i	i	i	-4.5	i	i	i	i	i
Cc1cc([N+](=O)[O-])nn1CC(=O)Nc1c(C)n(C)n(-c2ccccc2)c1=O	i	i	i	i	i	5.5	i	i	i	i	i
COc1ccc(CCNC(=O)c2cnn3ccccc23)c(OC)c1OC	i	i	i	i	i	-4.2	i	i	i	i	i
CC(Cc1nnc(SCC(=O)O)n1N)c1ccccc1 (configuration not stated)	i	i	i	i	i	1.9	i	i	i	i	i
O=C(NCCC1CCCC1)c1cccs1	i	i	i	i	i	0.1	i	i	i	i	i
CCn1c(Oc2cccc(Br)c2)nc2c1c(=O)n(C)c(=O)n2C	i	i	i	i	i	22.8	i	i	i	i	i
Cn1c(SCc2ccc(F)cc2)nnc1-c1ccncc1	i	i	i	i	i	-3.1	i	/	i	i	i
Cc1ccc(NS(=O)(=O)c2ccc(C(=O)N3CC(C)OC(C)C3)cc2)cc1 (configuration not stated)	i	53*	i	i	i	2.2	i	i	i	i	28.9*
CCOc1ccccc1Nc1ccnc2cc(Cl)ccc12	i	i	i	i	i	-13.8	i	i	i	10.7*	i
COc1ccc(NC(=O)c2ccco2)c([N+](=O)[O-])c1	i	i	i	i	i	-3.5	i	i	i	i	i
